Assay outcomes (PubChem BioAssay)
Growth percent in the NCI-60 one-dose screen (48 h, 10 µM unless noted): 100 = growth as untreated, 0 = no growth, -100 = all killed.
U251: U251 CNS tumor cells. actives 5.4% (n = 80,000)
OVCAR-3: OVCAR-3 ovarian cancer. actives 7% (n = 79,000)
SF-268: SF-268 CNS cancer cells | actives 3.1% (n = 82,000) | AID 1794759
PC-3: PC-3 prostate cancer cells. actives 3.9% (n = 80,000)
SF-539: SF-539 CNS cancer; actives 6.8% (n = 81,000); AID 1794752
SF-295: SF-295 CNS cancer cells; actives 5.6% (n = 79,000)
DU-145: DU-145 prostate cancer; AID 1794760; actives 4.2% (n = 81,000)
OVCAR-8: OVCAR-8 ovarian cancer. actives 4.4% (n = 81,000)
SNB-19: SNB-19 CNS cancer cells; actives 2.5% (n = 81,000)
Starred values were filed as active, the others as inactive; · = no result given. The calls were made as follows: active = growth percent below 10; inactive = the rest.

SMILES	U251	OVCAR-3	SF-268	PC-3	SF-539	SF-295	DU-145	OVCAR-8	SNB-19
CC(C)c1ccc(C2=C/C(=C\c3ccccc3)C(=O)N2CCc2ccc(S(N)(=O)=O)cc2)cc1	105	99	101	104	100	103	109	118	97
Cc1n[nH]c(C)c1N=Nc1ccc(-c2cc(-c3ccc(N=Nc4c(C)n[nH]c4C)cc3)cc(-c3ccc(N=Nc4c(C)n[nH]c4C)cc3)c2)cc1	100	110	98	100	97	101	113	98	97
CC(=O)N1CC(=O)N/C(=C\c2cn(S(=O)(=O)c3ccccc3)c3ccc(C)cc23)C1=O	90	93	73	90	88	92	100	85	84
C1CCC23CCCCC2(C1)O3 (configuration not stated)	99	105	103	100	118	104	104	100	106
COc1ccc(C2=NN(C(C)=O)C(c3cc(OC)c(OC)c(OC)c3)C2)cc1 (configuration not stated)	105	89	94	·	91	95	107	108	91
Nc1nc(N)c(-c2ccc(Cl)cc2)c(/C=C/c2ccc([N+](=O)[O-])cc2)n1	83	76	79	32	93	51	87	89	75
O=c1cc(O)nc(-c2ccccc2)[nH]1	87	110	104	92	104	85	69	88	91
COc1cccc(C(=O)Nc2cccc(C3CC(=O)c4c(cc(OC)c(OC)c4OC)O3)c2)c1 (configuration not stated)	89	92	90	79	81	89	91	82	85
c1ccc2cc(Cn3cc(CSc4nc5ccccc5o4)nn3)ccc2c1	111	101	94	105	97	106	101	101	106
COc1ccc(/C=N/Nc2no[n+]([O-])c2-c2ccccc2)cc1	104	123	100	93	102	105	109	100	96
CC(C)n1c2ccc(Br)cc2c2c3c(c4c5ccccc5ccc4c21)C(=O)N(O)C3=O	102	112	110	95	99	102	112	102	105
CC(C)(N)COCOCC(C)(C)N	·	113	104	95	98	103	110	105	110
COc1cc(C(=O)N2CCN(c3cc4c(cc3F)c(=O)c(C(=O)NO)cn4C3CC3)CC2)cc(OC)c1OC	98	108	98	94	101	103	104	106	100
CC(C)(C)n1cc(-c2ccnc(NCCCNS(=O)(=O)c3cccc4ccccc34)n2)c(-c2ccc(Cl)c(O)c2)n1	84	103	82	57	99	94	88	102	104
CCc1ccc(S(=O)(=O)Nc2cc3c(C(=O)O)c(C)oc3c3ccccc23)cc1	99	94	93	91	92	101	109	93	100
Cc1cc(C)c(S(N)(=O)=O)c(N)c1	100	115	105	80	96	96	111	104	110
CC(C)=CCCC(C)c1ccc(C)c2c1OCN(CCCCCO)C2 (configuration not stated)	84	100	97	67	84	110	109	90	89
CNc1nc(SCc2ccccc2)ncc1C	91	121	116	91	108	100	118	98	106
O=Cc1ccc2nc(C(Cl)(Cl)Cl)ccc2c1	93	103	107	98	99	97	102	107	102
Oc1[nH]c2ccccc2c1N=NC(=S)N/N=C\c1c[nH]c2ccccc12	·	98	100	89	91	96	108	101	93
COc1ccccc1/C=N/NC1=NC2C(N1)N(C)C(=O)N2C (configuration not stated)	99	107	101	95	98	104	112	103	104
O=C(CSc1nnc2n1N=C(c1ccc(F)cc1)CS2)c1ccc(F)cc1	86	88	67	68	93	92	80	73	73
O=C1[C@@H]2Cc3c([nH]c4ccccc34)[C@@H](c3ccc(Cl)cc3)N2C(=O)CN1C1CCN(Cc2c(Cl)cccc2Cl)CC1	74	·	63	49	92	75	85	80	79
O=C(Oc1cccc2ccccc12)N1CCN(C(=O)Oc2cccc3ccccc23)CC1	102	109	101	94	106	118	114	96	96
C#CCn1c(-c2ccc(OC3CCCC3)c(OC)c2)nc(-c2ccccc2)c1-c1ccccc1	46	73	75	56	68	83	83	87	71
SMILES	U251	OVCAR-3	SF-268	PC-3	SF-539	SF-295	DU-145	OVCAR-8	SNB-19
CC1(C)C2CCC(CN=C(N)CSS(=O)(=O)O)C1C2 (configuration not stated)	99	120	117	92	119	76	108	110	95
ClC(Cl)=C(Cl)C(Cl)(Cl)Cl	98	113	99	91	96	109	105	98	98
Cc1ccc2nc(NC(=O)CSc3nc(NN)c(C#N)c(-c4ccccc4)n3)sc2c1	100	105	108	94	96	101	106	99	99
O=S(=O)(NCCCNc1nccc(-c2[nH]c(-c3ccccc3)nc2-c2ccc(F)c(O)c2)n1)c1cccc2ccccc12	51	88	75	53	94	46	62	54	76
COc1cc(OC)c(/C=C/C(=O)c2c(OC)cc(OC)cc2OC)c(OC)c1	15	6.9*	22	43	·	6.3*	25	18	33
O=C1OCC23OC=CC2C2(O)CCCc4cccc(c42)N13 (configuration not stated)	108	102	96	93	94	105	109	99	104
CN(c1cc2ncc(=O)[nH]c2cc1NC(N)=NCc1ccc(Cl)cc1)C1CCCCC1	-4.1*	82	68	64	66	96	72	70	64
CCCCC1=C(Br)C(=O)c2nc(C)ccc2C1=O	90	49	93	80	93	103	101	88	93
CS(=O)(=O)Nc1cc(-c2ccc3ncnc(Nc4ccc5c(cnn5Cc5cccc(F)c5)c4)c3c2)cnc1Cl	9.5*	-5.5*	1.2*	11	-17*	6.4*	16	28	22
Cc1c(C(=O)/C=C/Nc2cc(Cl)c(S(N)(=O)=O)cc2S(N)(=O)=O)sc2nc3ccccc3n12	98	106	101	111	105	99	105	103	94
O=[N+]([O-])c1ccc(C(c2ccc([N+](=O)[O-])cc2)[n+]2ccccc2)cc1	89	95	90	67	99	91	94	93	97
COc1ccc(-c2cc(-c3ccc(Nc4ccnc5cc(Cl)ccc45)cc3)nc(N3CCOCC3)n2)cc1	-38*	2.7*	72	47	-41*	95	22	15	28
CNC(=O)c1c(I)c(NC(C)=O)c(I)c(C(=O)O)c1I	102	111	108	93	109	119	113	103	96
OB(O)c1cccc(-c2nc3ccc4[nH]ncc4c3c3c2CCCC3)c1	57	74	38	54	21	72	50	49	78
CC1CCCC(C)N1CCOc1cc(N)ccc1C#N (configuration not stated)	104	98	96	94	101	117	104	105	100
COc1ccc(/C=N/C2=NNC(C)(c3ccccc3O)N2C(C)C(=O)O)cc1 (configuration not stated)	97	109	98	97	99	108	115	97	109
C/C=C/CCC(=O)c1cc(C(=O)OC)c(OC)cc1O	90	105	100	91	99	103	111	96	100
O=c1c(O)cccn1CCCN(CCCn1cccc(O)c1=O)CCn1cccc(O)c1=O	34	35	39	·	14	40	60	37	46
NS(=O)(=O)c1ccc(N2N=C(c3ccc(NC(=S)Nc4ccccc4)cc3)CC2c2ccc(Cl)cc2)cc1 (configuration not stated)	47	59	61	44	62	49	70	66	53
NS(=O)(=O)c1ccc(CCn2c(SCC(=O)N/N=C/c3ccccc3F)nc3ccccc3c2=O)cc1	76	102	95	76	98	98	99	70	99
Cc1cc(=O)n(-c2ccc(F)cc2)[nH]1	·	103	101	90	91	87	109	95	103
CCOC(=O)c1cc(C(=O)c2ccccc2)n2ccc(-c3ccn4c(C(=O)c5ccccc5)cc(C(=O)OCC)c4c3)cc12	103	109	92	95	106	103	102	104	102
O=[N+]([O-])c1ccc(S(=O)(=O)N2CCN(C3=NS(=O)(=O)c4ccccc4N3c3ccccc3)CC2)cc1	101	94	101	87	103	91	117	93	101
Cc1ccc(/C=C/C(=O)/C=C/c2ccc(C)s2)s1	112	107	94	99	104	103	103	113	100
C[C@H](C(=O)Nc1ccc(S(N)(=O)=O)cc1)S(=O)(=O)c1ccccc1	98	117	102	101	102	95	108	99	95
SMILES	U251	OVCAR-3	SF-268	PC-3	SF-539	SF-295	DU-145	OVCAR-8	SNB-19
CC(C)C(C(=O)Nc1ccccc1O)N1C(=O)/C(=C/c2ccc(Br)cc2)SC1=S (configuration not stated)	94	101	88	81	101	93	108	96	94
COc1ccc(N(C)c2cc(C#N)nc3ccccc23)cc1/C=C/C(=O)NO	-51*	-43*	-30*	-10.0*	-90*	-74*	17	-38*	-45*
COC(=O)CCC1=C(CC(=O)OC)C(C)=N/C1=C\c1[nH]c(-c2ccc[nH]2)cc1OC	27	17	45	·	39	39	37	9.9*	69
S=C(NCCc1ccccc1)Nc1ccc(OCc2nc3ccc(Cl)cc3[nH]2)cc1	16	35	53	40	18	60	37	40	47
COc1ccc(OC)c(/C=C2\C(=O)NN=C2N)c1	102	106	87	94	95	122	107	100	97
CN1CCN(CCCNC(=O)c2c3c(n4ccccc24)C(=O)c2ncccc2C3=O)CC1	-16*	-11*	9.4*	-1.9*	-4.4*	28	18	-9.1*	-4.8*
O=c1[nH]ncc(N/N=C(/C=C/c2ccc(C/C(=N/Nc3cn[nH]c(=O)c3Cl)c3ccccc3)cc2)c2ccccc2)c1Cl	75	75	84	74	98	94	98	82	81
CS(=O)(=O)c1ccc(C(=O)/C=C/c2cn(-c3ccc(F)cc3)nc2-c2ccc(S(C)(=O)=O)cc2)cc1	103	114	103	101	101	104	109	101	95
CCN(CC)Cn1nc2n(C)c(=O)c(C#N)c(-c3ccccc3)n2c1=S	99	104	99	105	97	138	105	40	100
CC(O)C(=O)NC1CCCCC1 (configuration not stated)	107	104	103	98	98	96	109	112	·
CCOC(=O)c1cc(C(=O)c2cc(OC)cc(OC)c2)n2ccccc12	39	-5.0*	47	40	45	26	54	42	42
COc1ccc(/C=N/NC(=O)c2cnn3c2NC(c2ccccc2)C3)cc1OC1CCCC1 (configuration not stated)	83	106	93	79	87	91	98	85	88
Cc1ccc(-n2c(-c3ccccc3)c(-c3ccccc3)[nH]c2=O)cc1	98	96	92	71	106	90	100	107	102
O=C(Cn1c(=O)sc2nc3ccccc3nc21)Nc1ncc(Cc2cccc(Cl)c2Cl)s1	95	111	94	88	99	102	112	97	93
O=C(O)c1ccccc1Nc1ccc2nnc(-c3ccncc3)n2n1	81	107	73	87	98	107	97	74	95
O=[N+]([O-])c1ccc(N/N=C\c2ccccc2S(=O)(=O)O)nc1	·	118	119	102	106	127	126	101	113
CC(C)Nc1ncccn1	111	120	118	96	106	93	118	108	110
Cc1ccccc1[C@@H]1C[C@@H]2Cc3ccc4ccccc4c3N1O2	103	97	112	·	86	100	117	97	93
c1cn2cc(-c3ccc4ncn(C5CCCCC5)c4c3)nc(-c3ccc4c(c3)ncn4C3CCCCC3)c2n1	-83*	-85*	-67*	-64*	-82*	-87*	-59*	-24*	6.6*
Oc1ccccc1C1CCCCC1	99	107	100	98	91	96	107	103	100
CS(=O)(=O)c1ccc(-c2[nH]c3ccc(F)cc3c2/C=N/NC(N)=O)cc1	·	97	93	93	95	99	98	106	97
CCCCC/C(C=C(C#N)C#N)=C/c1ccccc1	34	·	82	·	92	84	71	12	67
COc1cccc(NC(=O)c2sc3nc(C)c(C(O)c4ccccc4)cc3c2N)c1 (configuration not stated)	8.9*	-10*	39	23	-5.6*	19	13	8.4*	28
NNc1nc2c(cnn2-c2ccccc2)c(=O)n1NC(=O)c1ccccc1	108	110	104	104	101	105	114	98	93
Cc1ccc(/C=C2\SC(=O)N(CC(=O)Nc3ccc(C(=O)/C=C/c4cc5ccccc5nc4Cl)cc3)C2=O)cc1	101	113	98	91	90	96	104	94	91
SMILES	U251	OVCAR-3	SF-268	PC-3	SF-539	SF-295	DU-145	OVCAR-8	SNB-19
O=C(O)c1ccc(Cl)cc1[N+](=O)[O-]	104	110	102	102	115	112	105	96	93
COc1cc(-n2cnc(N)c2C(=O)c2ccc(S(C)(=O)=O)cc2)cc(OC)c1OC	104	100	101	·	98	111	105	110	95
CCOc1nc(Cl)nc2nc(Cl)[nH]c12	112	108	101	103	100	102	107	105	108
NC(=O)c1ccccc1Cl	99	114	107	101	108	·	118	109	100
N#Cc1c(-c2ccccc2F)n2c(nc1=O)SC(=O)C2	99	119	111	96	115	96	124	104	104
CCCCN(C(=O)OCC)c1ccccc1	102	131	95	99	106	117	109	98	106
COc1ccc(CC(C)=C(c2ccc(O)cc2)c2ccc(O)cc2)cc1	101	105	94	91	108	99	107	105	104
COc1ccc2[nH]c(=O)c(CSc3nccc(-c4ccc(OC)c(OC)c4)n3)cc2c1	26	42	28	5.9*	25	-30*	37	16	21
NS(=O)(=O)c1ccc(NC(=O)CN2C(=O)C(=O)c3ccccc32)cc1	110	112	99	103	98	111	108	102	105

Compounds from the list above containing fluorine (nine):
SMILES	U251	OVCAR-3	SF-268	PC-3	SF-539	SF-295	DU-145	OVCAR-8	SNB-19
COc1cc(C(=O)N2CCN(c3cc4c(cc3F)c(=O)c(C(=O)NO)cn4C3CC3)CC2)cc(OC)c1OC	98	108	98	94	101	103	104	106	100
O=C(CSc1nnc2n1N=C(c1ccc(F)cc1)CS2)c1ccc(F)cc1	86	88	67	68	93	92	80	73	73
O=S(=O)(NCCCNc1nccc(-c2[nH]c(-c3ccccc3)nc2-c2ccc(F)c(O)c2)n1)c1cccc2ccccc12	51	88	75	53	94	46	62	54	76
CS(=O)(=O)Nc1cc(-c2ccc3ncnc(Nc4ccc5c(cnn5Cc5cccc(F)c5)c4)c3c2)cnc1Cl	9.5*	-5.5*	1.2*	11	-17*	6.4*	16	28	22
NS(=O)(=O)c1ccc(CCn2c(SCC(=O)N/N=C/c3ccccc3F)nc3ccccc3c2=O)cc1	76	102	95	76	98	98	99	70	99
Cc1cc(=O)n(-c2ccc(F)cc2)[nH]1	·	103	101	90	91	87	109	95	103
CS(=O)(=O)c1ccc(C(=O)/C=C/c2cn(-c3ccc(F)cc3)nc2-c2ccc(S(C)(=O)=O)cc2)cc1	103	114	103	101	101	104	109	101	95
CS(=O)(=O)c1ccc(-c2[nH]c3ccc(F)cc3c2/C=N/NC(N)=O)cc1	·	97	93	93	95	99	98	106	97
N#Cc1c(-c2ccccc2F)n2c(nc1=O)SC(=O)C2	99	119	111	96	115	96	124	104	104

Outcome played no part in choosing rows. About 10% of those tested had a hit in this group.
